# Screening results: PubChem, National Center for Advancing Translational Sciences (NCATS)
# rTrxR1 inhibitor: qHTS Assay for Inhibitors of Mammalian Selenoprotein Thioredoxin Reductase 1 (TrxR1): qHTS | Thioredoxin reductase 1, cytoplasmic (Rattus norvegicus), O89049 | recombinant rTrxR1, NADPH fluorescence consumption, selenite substrate | Potency, µM (top dose mostly 114 µM), inactives show top-dose activity change, negative = inhibition, actives largely listed as inhibitors | hit rate 1% among 390,000 | AID 588453, 2011; note: % is set by controls: 0 for no effect and ±100 for the full control effect; nearly all actives have a fitted effect of over 65% in size
#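 Rat TrxR1 (90 nM in the dispensed reagent) was pre-reduced with 400 uM NADPH for 5 min at room temperature, then incubated with compound for 15 min. After 400 uM selenite was added, NADPH fluorescence (Ex 340/Em 450 nm) was followed for 8 min.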
# HP1b binding inh: HTS for Inhibitors of HP1-beta Chromodomain Interactions with Methylated Histone Tails. Chromobox protein homolog 1 (Homo sapiens), P83916. AlphaScreen HP1-beta / biotin-H3K9me3 peptide binding. Potency, µM (series often up to 114 µM), for inactives: top-dose activity change, negative = inhibition, usual class: inhibitors. hit rate 0.56% among 390,000; note: nearly all actives have a fitted effect of over 70% in size; inactives centre near 23
#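 HP1-beta protein (50 nM final) preincubated 30 min at room temperature with biotinylated H3(1-18)K9me3 peptide (50 nM) in PBS pH 7.4, 0.01% Tween-20, then compound added for 30 min. AlphaScreen streptavidin donor/nickel chelate acceptor beads (10 ug/mL final), 30 min dark, luminescence read.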
# ERG Ets-DNA blk: qHTS for Small Molecule Inhibitors of the ERG Ets/DNA interaction; hit rate 0.028% among 370,000; Transcriptional regulator ERG (Homo sapiens), P11308; Potency, µM (highest dose often 76.9 µM), inactives show top-dose FP activity, negative = inhibition, most hits filed as inhibitors; fluorescence polarization, His-ERG Ets domain / labelled DNA; AID 624246, 2012; active = well fitted inhibition curve with a large enough effect in the polarisation, with a control signal flat; inconclusive = small, poorly fitted or top-dose-only effect, or effect the other way, or a change in a side signal; inactive = no such curve, though single readings can be large or run the other way; the % refers to the polarisation;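 note: polarization taken with two DNA probes labelled with fluorescein and Texas red; % of control where 0% means no effect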
#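 His-tagged ERG Ets domain (1 uM in the protein solution; 300mM KCl, 50mM Tris-HCl, 1mM EDTA, 1mM DTT, pH 7.5) received compound, then a probe mix of 5 nM fluorescein-DNA and 100nM Texas-615-DNA. Fluorescence polarization was read for both dyes.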
# ALOX12 inh: Primary qHTS assay for inhibitors of human arachidonate 12S-lipoxygenase (ALOX12): Round 2. Polyunsaturated fatty acid lipoxygenase ALOX12 (Homo sapiens), P18054. purified 12hLO, xylenol orange hydroperoxide absorbance. Potency, µM (top dose mostly 108 µM), inactives show top-dose activity change, negative = inhibition, actives largely listed as inhibitors. hit rate 1.1% among 580,000; note: % is set by controls: 0 for no effect and ±100 for the full control effect
#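 Purified human 12hLO at 150 nM in 25 mM Hepes, 0.01% Triton X-100, pH 7.0, preincubated 15 min at room temperature with compound. Reaction started with 40 uM arachidonic acid, 30 min at room temperature. Hydroperoxide measured by Fe-xylenol orange, 573/405 nm absorbance ratio.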
# GLS inh: qHTS for Inhibitors of Glutaminase (GLS) | Potency, µM (top dose mostly 45.5 µM), for the others: at the top dose activity change, negative = inhibition, actives largely listed as inhibitors | Glutaminase kidney isoform, mitochondrial (Homo sapiens), O94925 | GLS enzymatic activity, qHTS titration | hit rate 0.21% among 410,000; note: % is set by controls: 0 for no effect and ±100 for the full control effect
# Target sequence (O94925 whole entry, looked up, canonical isoform): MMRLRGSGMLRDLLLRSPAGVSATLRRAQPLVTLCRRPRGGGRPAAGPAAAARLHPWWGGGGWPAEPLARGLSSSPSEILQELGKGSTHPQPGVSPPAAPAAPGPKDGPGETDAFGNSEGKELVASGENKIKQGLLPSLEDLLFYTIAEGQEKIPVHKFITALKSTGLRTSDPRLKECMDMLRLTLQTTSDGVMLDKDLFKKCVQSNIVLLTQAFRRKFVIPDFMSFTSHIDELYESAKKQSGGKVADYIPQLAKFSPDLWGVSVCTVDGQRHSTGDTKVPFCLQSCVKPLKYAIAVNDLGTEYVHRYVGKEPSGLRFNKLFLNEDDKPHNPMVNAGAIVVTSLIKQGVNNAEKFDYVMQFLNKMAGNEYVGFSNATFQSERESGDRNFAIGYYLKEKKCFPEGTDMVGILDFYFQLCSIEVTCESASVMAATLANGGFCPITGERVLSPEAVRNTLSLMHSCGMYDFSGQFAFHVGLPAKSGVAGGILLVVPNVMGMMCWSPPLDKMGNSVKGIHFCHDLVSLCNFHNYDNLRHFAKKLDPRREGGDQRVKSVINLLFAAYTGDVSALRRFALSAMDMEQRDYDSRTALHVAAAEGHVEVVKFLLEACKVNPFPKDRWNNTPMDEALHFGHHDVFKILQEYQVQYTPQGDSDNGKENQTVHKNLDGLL
#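 Assay buffer: 45 mM KH2PO4 pH 8.2, 0.02% Tween-20. hKGA acts on L-glutamine (1 mM solution added); product glutamate is reported by an oxidase/peroxidase Amplex Red coupling, with fluorescence taken at baseline and 30 min.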
# RGS4 inhibitor: Inhibitors of Regulator of G Protein Signaling (RGS) 4: qHTS | Regulator of G-protein signaling 4 (Homo sapiens), P49798 | Transcreener GDP fluorescence polarization, RGS4-accelerated GTP hydrolysis | Potency, µM (highest dose often 114 µM), without a hit: at the highest dose activity change, negative = inhibition, usual class: inhibitors | hit rate 0.039% among 390,000; note: % is set by controls: 0 for no effect and ±100 for the full control effect; nearly all actives have a fitted effect of over 75% in size; some results filed as inactive show a strong effect at the top dose
# Target sequence (P49798 whole entry, looked up): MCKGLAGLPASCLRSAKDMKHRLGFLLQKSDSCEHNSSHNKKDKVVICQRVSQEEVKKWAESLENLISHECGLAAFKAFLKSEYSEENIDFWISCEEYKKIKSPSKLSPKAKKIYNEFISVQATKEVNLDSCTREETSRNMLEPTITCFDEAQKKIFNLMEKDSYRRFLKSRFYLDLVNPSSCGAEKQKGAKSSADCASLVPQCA
#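 MLSMR compounds (23 nl, pin-transferred) preincubated 10 min at room temperature with a 500nM (2x) first reagent, then RGS4 at 900nM (2x) plus Transcreener GDP mix added; fluorescence polarization (620/688 nm) read before and after 90 min at 30 °C.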
# Pin1 inhibitor: qHTS Assay to Find Inhibitors of Pin1; Peptidyl-prolyl cis-trans isomerase NIMA-interacting 1 (Homo sapiens), Q13526; Pin1 FP peptide displacement, HiFluor488, 10 min; Potency, µM (titrated, usually from 115 µM), for the others: at the top dose activity, negative = inhibition, usual class: inhibitors; hit rate 0.009% among 390,000; active = well fitted inhibition curve with a large enough effect in the polarisation, with a control signal flat, not every such curve was filed as active; inconclusive = small, poorly fitted or top-dose-only effect, or effect the other way, or a change in a side signal; inactive = no such curve, though single readings can be large or run the other way; the % refers to the polarisation; note: % is set by controls: 0 for no effect and ±100 for the full control effect
# Target sequence (Q13526 whole entry, looked up): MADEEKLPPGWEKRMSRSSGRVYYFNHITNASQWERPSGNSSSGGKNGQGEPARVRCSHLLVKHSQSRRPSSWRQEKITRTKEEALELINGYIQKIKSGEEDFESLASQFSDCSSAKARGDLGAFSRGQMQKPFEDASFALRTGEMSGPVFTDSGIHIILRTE
# Tb PGK inh: qHTS Assay to Find Inhibitors of Phosphoglycerate Kinase; Phosphoglycerate kinase, glycosomal (Trypanosoma brucei brucei), P07378; PGK/GAPDH coupled, Kinase-Glo luminescence, 60 min; Potency, µM (titrated, usually from 57.5 µM), inactives show at the highest dose activity change, negative = inhibition, usual class: inhibitors; hit rate 0.043% among 380,000; AID 602233, 2012; note: % is set by controls: 0 for no effect and ±100 for the full control effect; nearly all actives have a fitted effect of over 60% in size
#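 Luminescent ATP detection (Kinase-Glo Plus) follows a 60-minute room-temperature incubation, with wells lacking PGK as controls. Buffer: 100 mM TEA (pH 7.6), 5 mM MgCl2, 0.01% Tween-20. Coupling enzyme GAPDH (100 nM final) supplies unstable 1,3-BPG in-well.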
# JMJD2A Tudor: qHTS Assay for Inhibitors of JMJD2A-Tudor Domain; Lysine-specific demethylase 4A (Homo sapiens), O75164; AlphaScreen JMJD2A-Tudor / H3K4me3 peptide binding; Potency, µM (series often up to 114 µM), for inactives: at the highest dose activity change, negative = inhibition, most hits filed as inhibitors; hit rate 4.4% among 390,000; AID 504339, 2011; note: % is set by controls: 0 for no effect and ±100 for the full control effect; nearly all actives have a fitted effect of over 50% in size
# * = called active by the depositor; i = inactive; ? = inconclusive; · = not tested or not shown; [ ] = remark or other dose. Unless noted, calls come from the whole dose curve; as a rule, active = well fitted curve in the direction sought with a large enough effect; inconclusive = small, poorly fitted or top-dose-only effect, or another doubt; inactive = no such curve, though single readings can be large; an effect the other way counts as inactive or inconclusive. Potency is the fitted concentration of half-maximal effect. Not all compounds are listed, so the mix of outcomes need not match the whole.
SMILES,rTrxR1 inhibitor,HP1b binding inh,ERG Ets-DNA blk,ALOX12 inh,GLS inh,RGS4 inhibitor,Pin1 inhibitor,Tb PGK inh,JMJD2A Tudor
O=C(CCN1C(=O)COc2ccccc21)NCc1cccs1,27%,-20%,·,18%,12%,-6%,8%,0%[11.5 µM],?
O=C(NC12CC3CC(CC(C3)C1)C2)c1cc(F)c(F)c(F)c1F,6%,61%[activator],-2%,-16%,9%,28%,0%,14%,31%
CC(CCn1cccn1)NC(=O)c1cc(COc2ccc(F)cc2Cl)on1 (stereo not given),34%,35%,2%,8%,-4%,-23%,-4%,i,-4%
CCNC(=S)N(Cc1cc2cc(C)ccc2[nH]c1=O)C1CCCC1,-16%,14%,·,-23%,10%,-36%,-3%,6%,-22%
CCOC(=O)C1=C(C)N=c2s/c(=C\c3ccc(C(=O)O)cc3)c(=O)n2C1c1ccc(OC)cc1OC (stereo not given),-6%,6%,9%,-2%,1%,-49%,8%,-10%,-35%
CCCN(C(=O)c1sc2nc3n(c(=O)c2c1C)CCCC3)c1ccccc1C,2%,26%,-2%,-2%,9%,-17%,3%,-6%,-30%
Cc1ccc(C(=O)C2CCN(S(=O)(=O)c3c(C)noc3C)CC2)cc1,26%[11.4 µM],31%[activator],10%[15.4 µM],?,-15%,11%,-3%,1%,4%
C=CCNC(=O)CC1C(=O)NCCN1Cc1c(F)cccc1Cl (stereo not given),13%,73%[activator],-2%,-10%,-11%,-30%,-1%,·,7%
O=[N+]([O-])c1cc(/C=N/O)ccc1Oc1cccc(Cl)c1,22%[57.1 µM],-3%,-28%,?,0%,18%,4%,i,?
CC(C)Oc1ccc(C(=O)O)cc1,6%,30%,-5%,-30%,0%,16%,-1%,6%,-10%
CS(=O)(=O)c1ccc(C(=O)NCCN2C(=O)S/C(=C\c3cccnc3)C2=O)cc1[N+](=O)[O-],18µM*,9%,3%,0%,-4%,-80%[56.9 µM],?,-1%,?
Cc1cccc(NC(=O)CSc2nnc(C)c(=O)n2N)c1,25%[57.1 µM],21%,-7%,16%,-12%,0%,4%,7%,-4%
COC(=O)c1cccc(NC(=O)Cn2cnc3ccccc3c2=O)c1,9%[57.1 µM],20%,3%,10%,0%,-5%,-10%,4%,-8%
O=C(NCc1ccccc1)C(c1cccnc1)N(C(=O)c1ccccn1)c1ccccc1F (stereo not given),-8%,-14%,-2%,-29%,-17%,-6%,-7%,-9%,-14%
CC(=O)c1ccc(C(=O)N(C)C2CCCN(Cc3ccccc3F)C2)s1 (stereo not given),0%,13%[57 µM],6%,-3%,5%,12%,17%,6%,-15%
COc1cc(/C=C2\C(=N)N3N=C(C(C)C)SC3=NC2=O)ccc1OCCOc1ccc(NC(C)=O)cc1,18%,61%[activator],14%,-95%,0%,-15%[56.9 µM],-6%,0%,-13%
COCCCn1c(C2CCCCC2)nc2oc3cc(OC)ccc3c(=O)c2c1=O,20%,6%,-10%,?,0%,-29%,0%,0%,-25%
Cc1cnc(C(=O)OCC(=O)NCc2ccc(Cl)cc2)cn1,6%,50%[activator],8%,0%,5%,-11%,17%,10%,0%
CN(Cc1ccc(F)cc1)C(=O)c1cccc(S(=O)(=O)N2CCN(Cc3ccccc3)CC2)c1,20%,-4%,-4%,?,-1%,3%,1%,2%,-19%
CC(C)(CO)Nc1ncnc2onc(-c3ccc(F)cc3)c12,9%,48%,21%,0%,1%,-2%,5%,i,-12%
NC(=O)CC(NC(=O)c1ccc(Br)cc1)c1ccc(N2CCCCCC2)c([N+](=O)[O-])c1 (stereo not given),15%[57.1 µM],-24%,-5%,-24%,2%,-2%,-1%,-5%,?
CN(C)S(=O)(=O)c1ccc(NC(=O)CCNC(=O)c2ccco2)cc1,6%,31%,-9%,?,0%,-34%,-9%,i,-2%
CC(C)COc1ccc(C(=O)Nc2sc3c(c2C(=O)O)CC(C)(C)OC3)cc1,2%[57.1 µM],51%[activator],9%,-8%,-3%,-21%,-8%,-8%,0%
Cc1cc(-c2nc3ncccc3o2)ccc1N,-4%,28%,-4%,0%,-3%,-8%,0%,-9%,9%
CCOC(=O)c1ccc(NC(=O)c2c(N3CCCC3=O)c3cc(OC)ccc3n2C)cc1,26%,24%,3%,-13%,-16%,26%,36%[activator],-2%,-18%
# Additional results follow.
SMILES,rTrxR1 inhibitor,HP1b binding inh,ERG Ets-DNA blk,ALOX12 inh,GLS inh,RGS4 inhibitor,Pin1 inhibitor,Tb PGK inh,JMJD2A Tudor
CCOc1ccc(N2C(=O)C3C(c4ccc(O)cc4)NC(CCSC)(C(=O)OC)C3C2=O)cc1 (stereo not given),20%[57.1 µM],22%,5%,-15%,2%,21%,-7%,-2%,-13%
COc1cccc(/C=N/N2CCOCC2)c1O,17%,27%,-1%,-5%,1%,26%,-2%,-20%,-17%
N#C/C(=C/c1ccc(N2CCCCC2)o1)C(=O)NCCc1c[nH]c2ccccc12,?,7%,?,-29%,12%,-7%,?,-6%,-23%
COc1ccccc1NC(=O)C1CC(O)CN1C(=O)Oc1ccccc1 (stereo not given),12%[57.1 µM],23%,-2%,-2%,-5%,-3%,3%,-7%,-10%
CC(NC(=O)c1cc(F)c(F)c(F)c1F)c1ccc(-n2ccnc2)cc1 (stereo not given),3%,50%[activator],-3%,12%,1%,13%,1%,i,-7%
CSc1ccccc1NC(=O)C1=COCCO1,23%,55%[activator],-4%,8%,-3%,38%,-9%,3%,-6%
CC(C)Cn1cc(C(=O)NCc2cccs2)c2c3ccccc3n(C)c2c1=O,10%,37%,-2%,-13%,1%,-30%,0%,4%,-22%
Cn1c(CSCc2ccc(Cl)cc2)n[nH]c1=S,7%,6%,5%,?,-12%,-1%,6%,-5%,?
CCC(c1nnc(SCC(=O)NC2CCCCC2)n1Cc1ccccc1)N(C)C (stereo not given),12%,-15%,-3%,1%,-3%,10%,1%,-1%,-11%
Cc1ccc(N2C(=O)c3ccccc3C2C(=O)c2ccc(O)cc2O)cc1 (stereo not given),?,-8%,12%,?,-2%,?,·,?,79µM*
Cc1nn(-c2ccc(F)cc2)c(C)c1CN1CCN(Cc2ccccc2)C(CCO)C1 (stereo not given),0%,16%,-1%,0%,0%,-1%,-2%,-1%,-7%
CCN1CCN(c2cc(C)c3cc(NC(=O)/C=C/c4ccc(C)cc4)ccc3n2)CC1,12%,20%,1%,6%,1%,-3%,25%,-1%,-15%
CCN(C(=O)CSc1nnc(C)n2c1cc1occc12)c1ccccc1,-4%,22%,0%,2%,4%,12%,-3%,0%,-21%
O=C(Nc1cc(Cl)ccc1N1CCOCC1)C1CC1,19%,20%,3%,180%[activator],3%,24%,5%,5%,-10%
CC(C)CCn1c(CN2CCN(c3cccc(Cl)c3)CC2)nc2c1c(=O)n(C)c(=O)n2C,-4%[57.1 µM],27%,3%,-8%,-10%,-13%,20%,-7%,?
CCn1ncc(C2=NOC(C(=O)Nc3ccc4c(c3)OCO4)C2)c1C (stereo not given),11%,28%,-12%,-21%,0%,-22%,2%,-10%,-10%
COc1ccc(OC)c(NS(=O)(=O)c2cccc3cccnc23)c1,6%,?,-4%,?,4%,-6%,2%,2%,?
O=S(=O)(c1cccc(C(F)(F)F)c1)N1CCC(c2nc3ccccc3[nH]2)CC1,-2%[57.1 µM],-15%,2%,-21%,-5%,-8%,2%,-5%,-5%
COc1ccccc1OCCNC(=O)c1ccccc1C,22%,-5%,7%,-23%,15%,-9%,-1%,·,-12%
COc1ccc(OC)c(NC(=O)CSc2ncnc3c2cnn3-c2ccccc2Cl)c1,10%,-7%,-8%,·,2%,32%,7%,1%,-20%
O=S(=O)(Cc1ccccc1)N1CCN(c2ncccn2)CC1,2%[57.1 µM],56%[activator],-5%,0%,-16%,13%,0%,-9%,-3%
O=C(Nc1ccc(Br)cc1F)c1ccc2c(c1)N(Cc1ccccc1)C(=O)CS2=O (stereo not given),5%[57.1 µM],15%,-9%,-2%,-1%,-16%,4%,-3%,-19%
Cc1ccc(N2C(=O)C3C4C=CC(CNC(=S)N5CCN(c6ccccc6)CC5)(O4)C3C2=O)cc1 (stereo not given),20µM*,?,12%,-3%,4%,?,15%,i,?
